Screening data as filed in PubChem.
ABCB6 inh MLPCN: human ABCB6 transporter inhibition; fluorescence ratio to DMSO, % at 10 µM; K562-ABCB6 porphyrin accumulation, flow cytometry, 1 h; hits give low values; AID 602162; Q9NP58; 360,000 tested, 0.19% active;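 active means fluorescence ratio to DMSO below 75%, the collection mean minus 3 SD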;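 further: signal is porphyrin accumulated inside mitochondria; 100% equals median channel fluorescence of DMSO control wells; lower ratio means ABCB6 inhibition with less porphyrin fluorescence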
Target sequence (Q9NP58 whole entry, looked up): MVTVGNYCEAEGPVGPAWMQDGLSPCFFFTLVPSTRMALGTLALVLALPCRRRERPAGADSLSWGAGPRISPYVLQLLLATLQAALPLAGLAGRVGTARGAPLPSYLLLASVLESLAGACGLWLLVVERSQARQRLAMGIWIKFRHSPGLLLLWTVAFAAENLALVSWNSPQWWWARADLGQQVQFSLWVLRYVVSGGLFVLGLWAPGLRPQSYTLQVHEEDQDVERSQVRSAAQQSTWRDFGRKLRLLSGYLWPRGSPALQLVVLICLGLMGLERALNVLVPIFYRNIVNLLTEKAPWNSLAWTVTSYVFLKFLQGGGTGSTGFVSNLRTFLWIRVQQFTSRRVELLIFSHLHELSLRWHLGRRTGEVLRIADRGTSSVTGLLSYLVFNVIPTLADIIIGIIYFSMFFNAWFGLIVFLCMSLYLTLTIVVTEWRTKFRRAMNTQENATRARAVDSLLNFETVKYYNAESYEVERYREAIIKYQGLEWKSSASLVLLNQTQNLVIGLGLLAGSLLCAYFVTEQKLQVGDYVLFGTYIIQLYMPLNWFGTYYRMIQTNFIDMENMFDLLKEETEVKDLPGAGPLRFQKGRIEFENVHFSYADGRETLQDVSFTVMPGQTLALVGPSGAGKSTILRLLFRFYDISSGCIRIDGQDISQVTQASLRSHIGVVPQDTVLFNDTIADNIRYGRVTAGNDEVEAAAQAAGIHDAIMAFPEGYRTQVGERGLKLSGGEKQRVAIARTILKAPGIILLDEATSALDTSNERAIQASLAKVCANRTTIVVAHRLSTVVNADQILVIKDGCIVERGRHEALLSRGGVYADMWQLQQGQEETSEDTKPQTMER
HTR2A ag: agonists of mouse serotonin 5-HT2A receptor (HTR2A) | 360,000 tested, 0.66% active | activation, % at 7.6 µM | CHO-K1 mHTR2A beta-arrestin complementation, luminescence; percent of 30 µM serotonin response | P35363;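 active means activation above a run cutoff, the mean activation of all tested compounds plus 3 SD, cut at about 14% in these data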;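 further: 0% = plate median of compound wells and 100% = 30 µM serotonin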
H9c2 protect: myocardial damage modulation in H9c2 cells. 360,000 tested, 0.63% active. protection from H2O2 cell death, % at 20 µM. AID 588492. H9c2 cardiomyocytes, H2O2 injury protection, ATPLite, 2 h;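 active means compounds giving at least 50% protection of heart cells from peroxide-induced death in the single-dose screen, raw or plate-pattern-corrected value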;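 further: 0% = DMSO wells with peroxide and 100% = DMSO wells without peroxide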
PDI inh: PDI (human) enzyme inhibition | inhibition, % at 10 µM | AID 588391 | 350,000 tested, 0.052% active | P07237 | PDI insulin aggregation turbidity, A650, 90 min;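 active means mean inhibition across replicates of 30% or more, whatever share of single replicates reach that level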;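 further: absorbance from insulin aggregation driven by PDI reduction with DTT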
aDG glyco up: alpha-DG glycosylation activation; Pro5-aDG cells, alpha-DG glycosylation AlphaScreen (IIH6); 0% Pro5, 100% B10-LARGE cell signal; activation, % at 10 µM; 360,000 tested, 0.22% active; AID 624168;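 active means activation of at least 8% versus controls, or a plate z-score of at least 8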;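 further: Pro5 are CHO cells carrying HIG-tagged alpha-DG that lacks glycosylation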
Exocytosis inh: lytic granule exocytosis inhibition; TALL-104 LAMP-1 surface exposure, flow cytometry; cells stimulated with thapsigargin and PMA; inhibition, % at 10 µM; 360,000 tested, 0.66% active; AID 651702;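 active means inhibition above about 55%, limit read from the data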
iPSC survival up: hiPSC single-cell survival enhancement; ATPlite luminescence; 100% = ROCK inhibitor wells, 0% = DMSO; survival enhancement, % at 20 µM; 360,000 tested, 0.044% active; AID 602274; in the data active means survival enhancement above about 18%;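 further: cells exposed to compounds for 16 hours before the ATP read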
CaV13 FRET inh: Disruptors of the CACNA1D IQ motif to Ca2+-dependent inactivation inhibitor domain association, primary screening, Förster resonance energy transfer in intact living … | HEK cells, CFP/YFP FRET ICDI-IQ, plate reader, 10 min; percent FRET-ratio fall versus neutral wells | inhibition, % at 12.3 µM | 340,000 tested, 0.098% active | AID 743397;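 active means mean replicate inhibition of at least 30% and at least 1% of replicates passing that level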;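 further: 0% = median of the neutral control wells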
Vif inh: inhibitors of HIV Vif; HEK293T cells, Vif self-association by quenched fluorescence, imaging, 24 h; inhibition, % at 7.49 µM; 340,000 tested, 0.35% active; AID 602346; in the data active means inhibition above about 50%, passing the limit was not always enough; further: some results filed as inactive read as strong as hits
Glyco luc inh: blocks N-linked glycosylation in D54 reporter cells | D54 ERlucT glycosylation luciferase reporter, 24 h; percent of 100 nM tunicamycin response | reporter increase, % at 12.5 µM | 360,000 tested, 0.23% active | AID 588692;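 active means mean luciferase reporter signal, scaled so untreated is 0 and the glycosylation-blocking control 100, at or above a set limit in every replicate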;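 further: luciferase carries N-glycosylation sites so blocking glycosylation raises the light; 0% = median of neutral control wells and 100% = median of 100 nM tunicamycin wells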
An asterisk follows results filed as active; / = no result given.

SMILES	ABCB6 inh MLPCN	HTR2A ag	H9c2 protect	PDI inh	aDG glyco up	Exocytosis inh	iPSC survival up	CaV13 FRET inh	Vif inh	Glyco luc inh
CCn1c(SCC(=O)N2CCCC2)nnc1-c1ccc(N)cc1	95	2	-1	4	-0.2	0	4.5	-1	21	4
CC(C)(C)c1ccc(/C=C/C(=O)NC2CCS(=O)(=O)C2)cc1 (stereo not given)	96	1	-1	6	0.0	0	0.1	0	3	0
COc1ccc(OCC(O)CNC(=O)c2ccccc2)cc1 (stereo not given)	95	9	-3	1	0.1	-11	1.0	-2	6	0
O=C(Nc1ccc(Cl)cc1C(F)(F)F)c1ccccc1	107	-5	7	-2	-0.1	0	-0.3	-7	14	2
Cc1ccc(C)c(NC(=O)c2ccc3c(c2)CCN3S(C)(=O)=O)c1	96	0	1	-2	-0.6	15	1.1	-5	0	-2
Cc1cc(NC(=O)Cn2nc(C(F)(F)F)c3c2CCC3)no1	86	-1	3	-4	-0.2	1	2.0	/	/	2
NC(=O)c1cccc(-c2ccnc3c2CC(C(=O)NCCC(F)(F)F)O3)c1 (stereo not given)	93	-1	3	-9	-0.2	-1	2.4	-4	4	2
COc1cc(C(C)=O)ccc1OCC(=O)Nc1ccccc1N1CCCC1	97	-2	11	-12	0.2	4	2.8	-6	-5	1
COc1cccc(N2CCN(CC(=O)NC(C)c3ccccc3)CC2)c1 (stereo not given)	99	-3	-2	0	0.0	-9	0.3	6	1	1
C/C(=N\O)c1noc(C)c1C(=O)Nc1nccs1	102	2	-5	-2	0.0	-4	-0.1	-5	5	5
CC1(C(=O)NCCC(F)(F)F)Cc2c(-c3ccccc3)ccnc2O1 (stereo not given)	105	-2	0	-8	-0.1	1	-2.4	-5	-10	3
CCOc1ccc(OCc2ccc(C(=O)NCc3ccncc3)o2)cc1	94	-2	-6	-7	0.8	-1	-1.3	/	-2	1
C[C@@H](CO)NC(=O)c1[nH]cnc1C(=O)Nc1ccc(CNC(=O)OC(C)(C)C)cc1	105	4	10	-1	0.4	4	5.2	-5	/	1
CCc1ccc(NC(=O)CSc2nc(=O)n3cc(C)ccc3n2)cc1	102	5	-4	2	-0.4	-4	0.4	-4	5	-1
CCOC(=O)c1cnc(SC)nc1Nc1cccc2ccccc12	96	-2	-8	6	-0.2	0	5.5	-4	10	-2
CCOC(=O)C1=C(c2ccccc2)NC(=S)NC1c1ccc(Cl)cc1 (stereo not given)	93	-2	6	6	0.4	2	-0.6	-5	-6	-2
Cc1ccc(C(C(=O)NC2CCCCC2)N(Cc2ccccc2)C(=O)Cc2c[nH]c3ccccc23)o1 (stereo not given)	109	-5	12	-7	0.0	2	-0.7	-18	7	-1
CCn1c(SCC(=O)N2CCCC2=O)nnc1-c1cccs1	106	4	7	-2	0.1	-3	3.2	-2	/	0
Cc1cc(-c2n[nH]c(=S)n2Cc2ccccc2)cs1	92	2	-4	11	0.1	0	0.3	-17	-14	2
CC(NCc1ccncc1)C12CC3CC(CC(C3)C1)C2 (stereo not given)	93	1	1	6	0.3	-2	2.8	-1	0	1
Clc1ccc(NCn2cncn2)nc1	102	1	4	3	0.3	-1	2.5	/	1	2
Cc1cc2[nH]c3ccccc3c2cn1	99	1	-2	-2	0.2	1	-0.2	0	-8	5
CCOC(=O)c1ccc(COC(=O)c2nonc2N)cc1	91	1	10	-45	-0.2	0	4.4	-4	/	0
CC(C)(C)C(=O)COC(=O)CNC(=O)c1ccc(Oc2ccccc2)cc1	95	-2	-16	-4	0.0	0	-2.0	-3	32	0
Cc1cc(C(=O)CSc2nnnn2C)c(C)n1-c1ccc2c(c1)OCCO2	97	4	-14	-3	0.1	25	0.4	-4	-16	-2
CCC/C(O)=C1\C(=O)CC(c2ccccc2)CC1=NCCc1c(C)[nH]c2ccccc12 (stereo not given)	92	4	-10	/	-0.2	-2	0.9	-7	/	-7
COC(=O)[C@@H]1C[C@@H](c2ccccc2)[C@H](C)C1(C)C	106	2	-8	-6	0.2	8	1.5	-6	/	1
CC1CCC(NC(=O)C2CC(=O)N(c3ccc(Cl)cc3)C2)CC1 (stereo not given)	99	3	2	-3	-0.1	1	-0.3	-5	/	4
Cc1ccc(C)c(S(=O)(=O)N2CCN(C(=O)c3ccc(-n4cncn4)c([N+](=O)[O-])c3)CC2)c1	94	3	-2	-2	0.6	2	2.0	-3	-18	0
COc1ccccc1NC(=S)NCC1CCCCC1	97	-4	-17	11	-0.1	3	-3.3	-4	7	-2
O=C(O)CC/C(=N/NC(=O)CNC(=O)C(c1ccccc1)c1ccccc1)c1ccccc1	101	7	3	9	0.0	-1	-0.6	-4	-2	2
CC(=O)OCC[n+]1c(C)n(-c2ccccc2)c2ccc(Cl)cc21	97	2	2	-6	-0.1	2	-0.6	7	-3	3
O=C(NN=Cc1ccc2c(c1)OCO2)NN=Cc1ccc2c(c1)OCO2	94	4	1	-8	-0.4	1	-2.0	-11	-4	2
CN(C)c1ccc(-c2ccnc3c2CC(C)(C(=O)Nc2ccc(F)c(Cl)c2)O3)cc1 (stereo not given)	96	-2	3	-5	-0.2	-3	7.5	-11	/	-3
COc1ccccc1Oc1ncnc2c1oc1ccccc12	69*	-1	-3	-4	-0.4	-1	-0.9	-5	1	0
O=C(Nc1ccc(Cl)cc1)OCc1cncs1	92	0	-7	1	0.4	-2	1.0	-1	-5	0
COCc1c(C(=O)OCC(=O)NCCc2ccc(S(N)(=O)=O)cc2)oc2ccccc12	101	2	-3	2	-0.1	3	0.5	-3	3	0
CCN(c1ccccc1)S(=O)(=O)c1cc(C(=O)Nc2ccc(F)c(F)c2)ccc1F	100	0	-21	-16	3.5	6	-0.5	-3	-1	-13
O=C(CN1CCN(C(=O)c2ccccc2)CC1)Nc1ncc(Br)cc1Br	94	-9	16	6	0.1	0	6.9	0	6	0
O=C(C[C@H]1C/C=C\C[C@H](NC(=O)OCC2c3ccccc3-c3ccccc32)C(=O)OC[C@@H]2CCCN2C1=O)N[C@H](CO)Cc1ccccc1	95	-5	-4	1	-0.2	2	-0.5	/	/	3

Sorted by number of heavy atoms (falling): part of the list above.
SMILES	ABCB6 inh MLPCN	HTR2A ag	H9c2 protect	PDI inh	aDG glyco up	Exocytosis inh	iPSC survival up	CaV13 FRET inh	Vif inh	Glyco luc inh
Cc1ccc(C(C(=O)NC2CCCCC2)N(Cc2ccccc2)C(=O)Cc2c[nH]c3ccccc23)o1 (stereo not given)	109	-5	12	-7	0.0	2	-0.7	-18	7	-1
Cc1ccc(C)c(S(=O)(=O)N2CCN(C(=O)c3ccc(-n4cncn4)c([N+](=O)[O-])c3)CC2)c1	94	3	-2	-2	0.6	2	2.0	-3	-18	0
COCc1c(C(=O)OCC(=O)NCCc2ccc(S(N)(=O)=O)cc2)oc2ccccc12	101	2	-3	2	-0.1	3	0.5	-3	3	0
Cc1cc(C(=O)CSc2nnnn2C)c(C)n1-c1ccc2c(c1)OCCO2	97	4	-14	-3	0.1	25	0.4	-4	-16	-2
O=C(CN1CCN(C(=O)c2ccccc2)CC1)Nc1ncc(Br)cc1Br	94	-9	16	6	0.1	0	6.9	0	6	0
CCc1ccc(NC(=O)CSc2nc(=O)n3cc(C)ccc3n2)cc1	102	5	-4	2	-0.4	-4	0.4	-4	5	-1
CC(=O)OCC[n+]1c(C)n(-c2ccccc2)c2ccc(Cl)cc21	97	2	2	-6	-0.1	2	-0.6	7	-3	3
Cc1cc(NC(=O)Cn2nc(C(F)(F)F)c3c2CCC3)no1	86	-1	3	-4	-0.2	1	2.0	/	/	2
CCOC(=O)c1ccc(COC(=O)c2nonc2N)cc1	91	1	10	-45	-0.2	0	4.4	-4	/	0
O=C(Nc1ccc(Cl)cc1C(F)(F)F)c1ccccc1	107	-5	7	-2	-0.1	0	-0.3	-7	14	2
COc1ccccc1NC(=S)NCC1CCCCC1	97	-4	-17	11	-0.1	3	-3.3	-4	7	-2
COC(=O)[C@@H]1C[C@@H](c2ccccc2)[C@H](C)C1(C)C	106	2	-8	-6	0.2	8	1.5	-6	/	1
O=C(Nc1ccc(Cl)cc1)OCc1cncs1	92	0	-7	1	0.4	-2	1.0	-1	-5	0

Next part.
SMILES	ABCB6 inh MLPCN	HTR2A ag	H9c2 protect	PDI inh	aDG glyco up	Exocytosis inh	iPSC survival up	CaV13 FRET inh	Vif inh	Glyco luc inh
COc1ccc(/C=N/NC(=O)c2ccc(NC(=O)c3cccc([N+](=O)[O-])c3)cc2)c(C(=O)O)c1OC	100	0	17	-15	0.1	0	0.0	-3	34	0
CC(=O)c1cccc(NC(=O)c2c(F)c(F)c(F)c(F)c2F)c1	100	8	-3	-6	0.1	-3	-1.1	/	4	0
CCC(C)(C)NC(=O)C(c1cccn1C)N(Cc1ccc(OC)cc1)C(=O)Cn1nnc2ccccc21 (stereo not given)	113	4	-12	10	0.4	13	-2.7	-4	/	8
CCOC(=O)c1c(S(=O)(=O)N2CCN(c3ccc(F)cc3)CC2)c(C)n(C)c1C	96	-2	-2	7	3.4	0	0.2	-1	-4	2
Cc1cc(C)cc(NC(=S)Nc2cccc3ccccc23)c1	99	-4	-9	-5	0.5	-3	-0.3	-7	0	1
CCOc1ccc(CN(C)CC(=O)c2c(N)n(Cc3ccccc3)c(=O)n(CC)c2=O)cc1OC	98	4	4	0	0.3	-4	-1.1	-2	-13	-1
O=S(=O)(c1cccc(C(F)(F)F)c1)N1CCN(C(=S)NCc2ccco2)CC1	100	1	-8	-5	0.0	0	0.1	-15	8	-2
Cc1c(NC(=O)CC2CC(C)OC2=O)c(=O)n(-c2ccccc2)n1C (stereo not given)	99	4	0	-6	0.1	-6	-1.5	-4	-1	1
COc1ccc(S(=O)(=O)NCC(=O)N(CC(=O)NC(C)(C)C)Cc2cccs2)cc1	98	2	16	4	-0.4	3	-2.1	10	9	2
O=C(NCC1CCCO1)C1CCCN(S(=O)(=O)c2ccc(F)cc2)C1 (stereo not given)	100	0	2	-5	-0.1	0	0.0	-6	2	0
CCOc1cc(/C=C/c2cccc[n+]2C)ccc1O	105	3	4	-2	-0.1	10	-0.5	-1	-3	-1
O=C(NC(=O)c1c(F)cccc1F)Nc1cccc(Oc2ncc(Cl)cn2)c1	105	0	-1	4	0.2	-5	-1.6	-9	-1	12
COc1ccccc1NC(=S)N1CCN(c2ccccc2F)CC1	103	-4	-1	0	0.0	-4	-0.2	-3	4	1
COc1ccc(CCNC(=O)COc2nncc3ccccc23)cc1	100	1	1	3	-0.1	11	-0.3	11	0	-1

Rewritten with bars between the fields: entries from further up.
molecule | ABCB6 inh MLPCN | HTR2A ag | H9c2 protect | PDI inh | aDG glyco up | Exocytosis inh | iPSC survival up | CaV13 FRET inh | Vif inh | Glyco luc inh
Cc1cc(C)cc(NC(=S)Nc2cccc3ccccc23)c1 | 99 | -4 | -9 | -5 | 0.5 | -3 | -0.3 | -7 | 0 | 1
CC(=O)c1cccc(NC(=O)c2c(F)c(F)c(F)c(F)c2F)c1 | 100 | 8 | -3 | -6 | 0.1 | -3 | -1.1 | / | 4 | 0
